GAA spleen mod: lysosomal alpha-glucosidase (human) modulation. human spleen homogenate, 4-MU-alpha-glucoside fluorescence. P10253. AID 2112. 0.006% of 240,000 active. Potency, µM (doses to about 79.9 µM), for the others: at the top dose activity change, negative = inhibition, actives largely listed as inhibitors;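 note: 0% = enzyme with vehicle and -100% = no enzyme basal signal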
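AC50 values come from Hill-equation fits of concentration-response data, normalized to no-enzyme and full-activity controls. Enzyme source: 1 ug human spleen homogenate; 1 mM fluorogenic 4-MU glucoside, pH 5.0 citrate buffer, 37 C, 40 min.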
TR SRC2 fluor cs: counter-screen for TRb-SRC2 inhibitors: fluorescence interference; 0.29% of 280,000 active; Potency, µM (highest dose often 106 µM), for inactives: at the highest dose fluorescence change, negative = quenching; TRb/SRC2 Texas Red total fluorescence interference; active = well fitted curve in either direction with a large enough effect; inconclusive = small, poorly fitted or top-dose-only effect
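Human TRb ligand-binding domain at 0.6 uM with 20 nM Texas Red SRC2 peptide in Tris buffer containing 1 uM T3 and 5% DMSO, incubated with compound 5 h at ambient temperature. Total fluorescence (555/632 nm) calculated as parallel + 2 × perpendicular.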
TRb SRC2 PPI: inhibitors of human thyroid hormone receptor beta-SRC2 interaction | P10828 | TRbeta-SRC2 peptide binding, fluorescence polarization; receptor liganded with 1 µM T3 | Potency, µM (titrated, usually from 106 µM), for inactives: top-dose activity change, negative = inhibition, most hits filed as inhibitors | 0.065% of 280,000 active | AID 1469;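 note: plate controls were bound peptide for no effect and peptide without receptor for full effect; nearly all actives have a fitted effect of over 50% in size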
Target sequence (P10828 whole entry, looked up): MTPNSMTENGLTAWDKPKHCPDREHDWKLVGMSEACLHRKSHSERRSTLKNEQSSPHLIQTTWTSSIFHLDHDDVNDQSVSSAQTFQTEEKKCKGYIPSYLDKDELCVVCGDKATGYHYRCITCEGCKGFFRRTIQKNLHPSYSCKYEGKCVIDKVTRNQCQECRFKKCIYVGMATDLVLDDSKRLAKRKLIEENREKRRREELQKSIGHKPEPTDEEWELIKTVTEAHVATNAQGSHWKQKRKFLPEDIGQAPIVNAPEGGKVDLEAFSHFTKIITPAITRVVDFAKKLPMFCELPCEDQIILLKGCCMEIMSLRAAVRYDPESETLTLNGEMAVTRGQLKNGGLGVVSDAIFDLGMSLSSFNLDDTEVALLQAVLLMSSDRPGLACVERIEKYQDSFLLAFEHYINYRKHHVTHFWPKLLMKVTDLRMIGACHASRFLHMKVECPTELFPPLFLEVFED
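Each compound concentration gave % activity, normalized to unbound and bound Texas Red SRC2 controls, from polarization read after 5 hr ambient incubation with T3-loaded human TRb LBD.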
GAA glycogen: inhibitors or activators of human alpha-glucosidase glycogen cleavage | recombinant GAA, glycogen substrate, Amplex Red glucose oxidase fluorescence | 0.38% of 300,000 active | P10253 | Potency, µM (titrated, usually from 76.4 µM), for the others: top-dose activity change, negative = inhibition, most hits filed as inhibitors;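 note: 0% = full enzyme reaction and -100% = no-enzyme basal signal; the screen sought inhibitors and activators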
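Natural-substrate format: glycogen cleavage by 4 nM human enzyme, glucose read by Amplex Red coupling (Ex 573, Em 610 nm). Normalized to enzyme and no-enzyme controls.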
L3MBTL1 block: L3MBTL1 (human) inhibition; Q9Y468; AlphaScreen L3MBTL1–H3K9me1 peptide binding; Potency, µM (titrated, usually from 57.1 µM), for inactives: at the highest dose activity, negative = inhibition, most hits filed as inhibitors; 0.66% of 230,000 active; note: nearly all actives have a fitted effect of over 60% in size
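First, the protein-peptide complex forms for 30 min at room temperature (L3MBTL1 50 nM, biotinylated H3K9me1 peptide 75 nM). Next, compounds are pin-transferred and incubated 30 min. Finally, AlphaScreen beads are added and read after 30 min.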
RECQ1 helicase: RECQ1 (human) helicase inhibition | P46063 | RECQ1 DNA unwinding, red fluorescence kinetic read | Potency, µM (titrated, usually from 57.3 µM), inactives show top-dose activity, negative = inhibition, actives largely listed as inhibitors | 0.54% of 240,000 active | AID 2549;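 note: plate controls were vehicle for no effect and no enzyme for full effect; nearly all actives have a fitted effect of over 30% in size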
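RECQ1T1 50 nM; forked duplex (20 bp + 30-nt ss tails) 200 nM, ATP 2 mM final; pH 8.0, 2 mM MgCl2, 2.5 ug/ml poly(dI-dC); 15 min compound preincubation; discontinuous kinetic read over 2 h at RT.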
GoLoco inh red: inhibitors of human Gai1-RGS12 GoLoco interaction (red fluorophore); Potency, µM (highest dose often 61.6 µM), without a hit: at the top dose activity, negative = inhibition, usual class: inhibitors; Gai1:RGS12 GoLoco peptide FP, rhodamine, 10 min; 0.44% of 230,000 active; AID 880; P63096; active = well fitted inhibition curve with a large enough effect, not every such curve was filed as active; inactive = no such curve, though single readings can be large or run the other way; note: nearly all actives have a fitted effect of over 30% in size; many of its hits are not listed in these tables
Target sequence (P63096 whole entry, looked up): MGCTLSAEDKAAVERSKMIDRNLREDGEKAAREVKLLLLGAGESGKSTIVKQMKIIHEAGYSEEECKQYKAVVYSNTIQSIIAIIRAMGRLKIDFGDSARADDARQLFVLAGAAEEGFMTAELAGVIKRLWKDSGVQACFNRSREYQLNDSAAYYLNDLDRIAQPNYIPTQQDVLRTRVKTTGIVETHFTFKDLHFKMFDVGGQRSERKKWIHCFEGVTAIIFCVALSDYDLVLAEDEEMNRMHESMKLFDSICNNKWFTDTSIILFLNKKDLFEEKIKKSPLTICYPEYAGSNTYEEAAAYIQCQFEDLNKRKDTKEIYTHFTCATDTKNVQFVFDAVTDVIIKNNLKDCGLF
GAA inhib: alpha-glucosidase (human) inhibition | Potency, µM (top dose mostly 76.9 µM), without a hit: at the highest dose activity change, negative = inhibition, actives largely listed as inhibitors | AID 1466 | 0.005% of 200,000 active | P10253 | purified human GAA, 4-MU-alpha-glucoside fluorescence;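 note: plate controls were uninhibited enzyme wells for no effect and no-enzyme background for full effect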
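Compounds are titrated up to 77 uM against 4 nM human enzyme. Substrate 4-methylumbelliferyl-alpha-D-pyranoside (400 uM) reacts 20 min at room temperature in pH 5.0 buffer; liberated 4-methylumbelliferone is read at 440 nm.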
Starred values were filed as active, the others as inactive; i = inactive; ? = inconclusive; . = not tested or not shown; & = joins results of further samples; ! = repeats disagree; [ ] = another dose, or the depositor's remark. Unless noted, calls come from the whole dose curve; as a rule, active = well fitted curve in the direction sought with a large enough effect; inconclusive = small, poorly fitted or top-dose-only effect, or another doubt; inactive = no such curve, though single readings can be large; an effect the other way counts as inactive or inconclusive. Unless noted, % is set by controls: 0 for no effect and ±100 for the full control effect; potency is the fitted concentration of half-maximal effect. Not all compounds are listed. The share of hits here may be higher or lower than overall.

SMILES	GAA spleen mod	TR SRC2 fluor cs	TRb SRC2 PPI	GAA glycogen	L3MBTL1 block	RECQ1 helicase	GoLoco inh red	GAA inhib
CCC(C)NC(=O)c1ccc(COc2ccccc2Cl)cc1 (centres undefined)	2%	1%	-9%	1%	.	9%	5%	-2%
Cc1ccc2cc(C)c3nnc(SCC(=O)N4CCN(C(=O)c5ccco5)CC4)n3c2c1	2%	-3%	-3%	5%	.	-13%	2%	6%
c1ccc2sc(SCc3ccc(-c4nnco4)cc3)nc2c1	-12%	0%	-21%	0%	4%	-10%	5%	-3%
COc1cc(/C=N/NC(=O)c2ccc(O)cc2)ccc1OCC(=O)N1CC(C)OC(C)C1 (centres undefined)	5%	1%	-5%	8%	-20%	-6%	2%	.
CCOc1ccc(NC(=O)NCC2CCN(c3ccc(OC)cc3)C2)cc1 (centres undefined)	-23%	-6%	3%	8%	.	-8%	-11%	-1%
O=C1CC(=O)Nc2cc(S(=O)(=O)Nc3ccc(F)cc3Cl)ccc2N1	.	-6%	-1%	1%[76.3 µM]	-8%	.	.	.
CC(=O)N1CC=CC1(CC(C)C)C(=O)O (centres undefined)	7%	0%	7%	.	.	i	5%	.
Cc1cc(C)cc(N2C(=O)CC(Sc3ncn[nH]3)C2=O)c1 (centres undefined)	-4%	-2%	0%	-2%	8%	-10%	-19%	-4%
O=C1C(Nc2ccccc2)=C(NS(=O)(=O)c2ccccc2)C(=O)c2ccccc21	-10%	-2%	1%	0%	-14%	-6%	7%	?
CCCCNC(=S)Nc1ccc(SC(F)F)cc1	-12%	0%	-3%	0%	-2%	-8%	4%	-7%
CC(C)CNC(=O)CCCc1c[nH]c2ccccc12	-4%	-1%	1%	4%	-6%	?	-1%	-2%
Cc1ccc(SCc2cc(=O)[nH]c(Nc3nc(C)c4ccc(C)cc4n3)n2)cc1	-2%	0%	12%	9%	3%	-5%	12%	2%
COc1ccc(N(C(C)C(=O)Nc2cccnc2)S(C)(=O)=O)cc1 (centres undefined)	2%	1%	-2%	14%	-1%	2%	11%	3%
COCCNC(=O)c1cn(C(C)c2ccccc2F)nn1 (centres undefined)	-1%	-9%	2%	10%	.	i	-4%	.
COc1ccc(CCNc2nc(-c3ccc(NC(C)=O)cc3)cs2)cc1OC	-11%	-3%	-1%	-10%	.	-7%	6%	2%
CCOC(=O)Cc1[nH]nc2c1C(c1ccsc1)C(C#N)=C(N)O2 (centres undefined)	-6%	-3%	-2%	0%	2%	18%	18%	?
CC(C)C(NC(=O)Cc1ccccc1[N+](=O)[O-])C(C)C	-6%	-4%	-5%	-4%	9%	-7%	.	-3%
CCCCn1c(-c2ccco2)nc2oc3ccccc3c(=O)c2c1=O	-15%	-4%	0%	7%	9%	i	12%	-10%
CN(C)C(CNC(=O)CCCOc1ccccc1)c1ccco1 (centres undefined)	9%	3%	-14%	-5%	.	i	11%	-5%
COC(=O)Sc1nnc(-c2ccc(Br)cc2)o1	-2%	-2%	5%	-5%	-6%	5%	-13%	-11%
C/C(N)=C(/C#N)C(=O)COC(=O)c1ccccc1Cc1ccccc1	6%	-2%	2%	-4%	-4%	-6%	10%	-6%
Cc1ccc(S(=O)(=O)N2CCCCC2)cc1NC(=O)CSc1ccc2c(c1)OCCO2	-27%	-1%	-5%	-6%	-9%	-9%	-3%	-19%
CCOC(=O)N1CCN(C(=S)NC(=O)c2ccc(F)c(F)c2)CC1	-6%	-4%	1%	-13%	2%	-7%	-1%	-6%
O=C(COc1ccc2c(c1)OCO2)Nc1ccccc1F	-6%	-7%	-1%	-12%	-4%[11.4 µM]	-8%	8%	3%
CCN(CC)S(=O)(=O)c1ccc(C)c(NC(=O)CSc2ncc(C(F)(F)F)cc2Cl)c1	-10%	-1%	3%	6%	3%	-6%	-1%	6%
Cc1nc(N2CCCCC2C)c2c(C)c(C(=O)Nc3cccc(C(F)(F)F)c3)sc2n1 (centres undefined)	0%	-3%	-4%	-7%	.	-9%	3%	?
CCOC(=O)c1nnn(-c2nonc2N)c1CSc1ccccn1	4%	-1%	2%	-1%	-2%	-7%	0%	1%
CCOc1ccccc1NC(=O)/C=C/c1ccccc1[N+](=O)[O-]	-4%	-3%	-7%	14%	5%	-1%	1%	4%
CCn1c2ccccc2c2cc(CN3CCN(S(C)(=O)=O)CC3)ccc21	-11%	0%	3%	-3%	-2%	-5%	6%	-16%
CCOCCN1CCN(c2c3c(nc4cc(-c5ccc(F)cc5)nn24)CCC3)CC1	1%	-2%	0%	7%	-2%	-4%	11%	1%
CC(C)CNC(=S)Nc1ccc(Oc2ccccc2)cc1	-7%	-1%	2%	-10%	7%	-1%	.	1%
O=C(/C=C/c1ccc(O)c(O)c1)OC(Cc1ccc(O)c(O)c1)C(=O)O (centres undefined)	8%&4%	-7%&-2%	0%&-8%	2µM*	.	13µM*!	-38%&-18%	.
CC(C)c1ccc(O)c(NC(=O)c2ncn[nH]2)c1	-3%	1%	2%	?	-2%	i	-11%	-1%
CN(C(=O)COC(=O)c1cc([N+](=O)[O-])ccc1N1CCCC1)C1CCS(=O)(=O)C1 (centres undefined)	-2%	-2%	-6%	0%	-7%	0%	-1%	-11%
COCc1c(N)c(C)nc(Cl)c1C#N	-5%	-2%	0%	-17%	?	-18%	10%	?
NC(=O)c1ccccc1NS(=O)(=O)c1ccccc1	-1%	-1%	6%	0%	.	i	14%	?
CCCCN(CCCC)C(=O)c1cc2ccccc2c(=O)o1	1%	0%	1%	-5%	-9%	0%	2%	-3%
COC(=O)CNC(=O)c1ccccc1C	3%	3%	7%	2%	.	i	5%	0%
CCNC(=S)Nc1ccc(Cl)c(C(F)(F)F)c1	-3%	0%[53 µM]	5%[53 µM]	1%	9%	-8%	5%	0%
CCOC(=O)Cn1c(=O)oc2cc(S(=O)(=O)Nc3ccc(F)cc3)ccc21	-4%	0%	-3%	7%	.	-1%	12%	?

Given with bars between the fields: part of the list above
SMILES | GAA spleen mod | TR SRC2 fluor cs | TRb SRC2 PPI | GAA glycogen | L3MBTL1 block | RECQ1 helicase | GoLoco inh red | GAA inhib
Cc1nc(N2CCCCC2C)c2c(C)c(C(=O)Nc3cccc(C(F)(F)F)c3)sc2n1 (centres undefined) | 0% | -3% | -4% | -7% | . | -9% | 3% | ?
CCOC(=O)c1nnn(-c2nonc2N)c1CSc1ccccn1 | 4% | -1% | 2% | -1% | -2% | -7% | 0% | 1%
CCOc1ccccc1NC(=O)/C=C/c1ccccc1[N+](=O)[O-] | -4% | -3% | -7% | 14% | 5% | -1% | 1% | 4%
CCn1c2ccccc2c2cc(CN3CCN(S(C)(=O)=O)CC3)ccc21 | -11% | 0% | 3% | -3% | -2% | -5% | 6% | -16%
CCOCCN1CCN(c2c3c(nc4cc(-c5ccc(F)cc5)nn24)CCC3)CC1 | 1% | -2% | 0% | 7% | -2% | -4% | 11% | 1%
CC(C)CNC(=S)Nc1ccc(Oc2ccccc2)cc1 | -7% | -1% | 2% | -10% | 7% | -1% | . | 1%
O=C(/C=C/c1ccc(O)c(O)c1)OC(Cc1ccc(O)c(O)c1)C(=O)O (centres undefined) | 8%&4% | -7%&-2% | 0%&-8% | 2µM* | . | 13µM*! | -38%&-18% | .
CC(C)c1ccc(O)c(NC(=O)c2ncn[nH]2)c1 | -3% | 1% | 2% | ? | -2% | i | -11% | -1%
CN(C(=O)COC(=O)c1cc([N+](=O)[O-])ccc1N1CCCC1)C1CCS(=O)(=O)C1 (centres undefined) | -2% | -2% | -6% | 0% | -7% | 0% | -1% | -11%
COCc1c(N)c(C)nc(Cl)c1C#N | -5% | -2% | 0% | -17% | ? | -18% | 10% | ?
NC(=O)c1ccccc1NS(=O)(=O)c1ccccc1 | -1% | -1% | 6% | 0% | . | i | 14% | ?
CCCCN(CCCC)C(=O)c1cc2ccccc2c(=O)o1 | 1% | 0% | 1% | -5% | -9% | 0% | 2% | -3%
COC(=O)CNC(=O)c1ccccc1C | 3% | 3% | 7% | 2% | . | i | 5% | 0%
CCNC(=S)Nc1ccc(Cl)c(C(F)(F)F)c1 | -3% | 0%[53 µM] | 5%[53 µM] | 1% | 9% | -8% | 5% | 0%
CCOC(=O)Cn1c(=O)oc2cc(S(=O)(=O)Nc3ccc(F)cc3)ccc21 | -4% | 0% | -3% | 7% | . | -1% | 12% | ?

The listing continues.
SMILES	GAA spleen mod	TR SRC2 fluor cs	TRb SRC2 PPI	GAA glycogen	L3MBTL1 block	RECQ1 helicase	GoLoco inh red	GAA inhib
COc1ccc(OC)c2[nH]c(=O)c(CCNC(=O)c3ccc(S(=O)(=O)N4CCCC4)cc3)cc12	-6%	-2%	2%	-8%	-2%	-8%	4%	-3%
Cc1ccccc1NC(=O)Cc1nnc(SCC(=O)N2CCN(c3ccccc3)CC2)n1C	2%	0%	-7%	1%	-4%	-13%	2%	-1%
O=C(CN1C(=O)C2C3C=CC(C3)C2C1=O)Nc1cccc(S(=O)(=O)N2CCCC2)c1 (centres undefined)	-8%	-1%	0%	-7%	-4%	-2%	3%	0%
Cc1ccc2cccc(Oc3ncnc4scc(-c5ccc(Cl)cc5)c34)c2n1	-13%	0%	-8%	-7%	-13%	-19%	13%	-4%
Cc1ccc(/C=N/NC(=O)CN2CCN(Cc3ccccc3)CC2)o1	-2%	-7%	-3%	4%	-5%	0%	5%	.
Cc1ccc(OCc2nnc(SCc3cc(=O)[nH]c4ccccc34)n2-c2ccccc2)cc1	-6%	-21%	4%	17%	-12%	-6%	-4%	-11%
Cc1cc2c(n1-c1ccc(Cl)cc1)CC(C)(C)CC2=O	-15%	-4%	-7%	4%	.	-6%	15%	-2%
COC(=O)Cn1c(O)c(N=NC(=O)c2ccc3c(c2)OCO3)c2ccccc21	7%	-6%	0%	8%	2%	-1%	9%	-12%
O=c1cc(CSc2nnc(-c3cccnc3)n2-c2ccccc2F)nc2sccn12	-1%	-1%	3%	5%	0%	-28%	6%	-12%
